Screens: PubChem, several laboratories
SRC1 inh: human NCOA1 inhibition; 360,000 tested, 0.12% active; Q15788; AID 588354; inhibition, % at 3.6 µM; HEK293 GAL4-SRC1 luciferase reporter, luminescence;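 active = inhibition above the campaign mean plus 3 SD, with each screening campaign given its own cutoff, cut at about 60% in these data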;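 also: 0% = DMSO treated cells and 100% = gossypol at 36 µM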
NCOA3 inh: inhibitors of human steroid receptor coactivator 3 (SRC3). HEK293 GAL4-SRC3 luciferase reporter, luminescence. inhibition, % at 3.6 µM. 360,000 tested, 0.17% active;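 active = inhibition above a per-campaign cutoff, the mean of all compounds plus 3 SD, cut at about 60% in these data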;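 also: 0% = DMSO-treated cells and 100% = gossypol-treated cells at 36 µM; higher means less SRC3-driven luciferase light from the GAL4 reporter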
NOD2-RIPK2 inh: NOD2-RIPK2 protein interaction inhibition; 360,000 tested, 0.38% active; inhibition, % at 4.98 µM; CHO BLA complementation NOD2-RIPK2, CCF4 ratio; O43353; in the data active = inhibition above about 21%;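 also: 0% = vehicle only and 100% = reference blocker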
LMP1 NFkB inh: inhibitors of Epstein-Barr LMP1-induced NF-kappaB reporter; 350,000 tested, 0.69% active; AID 504558; LMP1-induced NF-kappaB luciferase reporter cells, luminescence; inhibition, % at 12.5 µM; in the data active = inhibition above about 41%;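 also: 0% = neutral control wells and 100% = reference inhibitor control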
SRC2 inh: inhibits human steroid receptor coactivator 2. Q15596. HEK293 GAL4-SRC2 luciferase reporter, luminescence. inhibition, % at 9 µM. 370,000 tested, 0.17% active. AID 651957;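 active = inhibition above the mean inhibition of all tested compounds plus 3 SD, set per campaign, cut at about 52% in these data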;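 also: 0% = DMSO treated cells and 100% = cells given Gossypol at 36 µM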
Target sequence (Q15596 whole entry, looked up, the tested form may be a part): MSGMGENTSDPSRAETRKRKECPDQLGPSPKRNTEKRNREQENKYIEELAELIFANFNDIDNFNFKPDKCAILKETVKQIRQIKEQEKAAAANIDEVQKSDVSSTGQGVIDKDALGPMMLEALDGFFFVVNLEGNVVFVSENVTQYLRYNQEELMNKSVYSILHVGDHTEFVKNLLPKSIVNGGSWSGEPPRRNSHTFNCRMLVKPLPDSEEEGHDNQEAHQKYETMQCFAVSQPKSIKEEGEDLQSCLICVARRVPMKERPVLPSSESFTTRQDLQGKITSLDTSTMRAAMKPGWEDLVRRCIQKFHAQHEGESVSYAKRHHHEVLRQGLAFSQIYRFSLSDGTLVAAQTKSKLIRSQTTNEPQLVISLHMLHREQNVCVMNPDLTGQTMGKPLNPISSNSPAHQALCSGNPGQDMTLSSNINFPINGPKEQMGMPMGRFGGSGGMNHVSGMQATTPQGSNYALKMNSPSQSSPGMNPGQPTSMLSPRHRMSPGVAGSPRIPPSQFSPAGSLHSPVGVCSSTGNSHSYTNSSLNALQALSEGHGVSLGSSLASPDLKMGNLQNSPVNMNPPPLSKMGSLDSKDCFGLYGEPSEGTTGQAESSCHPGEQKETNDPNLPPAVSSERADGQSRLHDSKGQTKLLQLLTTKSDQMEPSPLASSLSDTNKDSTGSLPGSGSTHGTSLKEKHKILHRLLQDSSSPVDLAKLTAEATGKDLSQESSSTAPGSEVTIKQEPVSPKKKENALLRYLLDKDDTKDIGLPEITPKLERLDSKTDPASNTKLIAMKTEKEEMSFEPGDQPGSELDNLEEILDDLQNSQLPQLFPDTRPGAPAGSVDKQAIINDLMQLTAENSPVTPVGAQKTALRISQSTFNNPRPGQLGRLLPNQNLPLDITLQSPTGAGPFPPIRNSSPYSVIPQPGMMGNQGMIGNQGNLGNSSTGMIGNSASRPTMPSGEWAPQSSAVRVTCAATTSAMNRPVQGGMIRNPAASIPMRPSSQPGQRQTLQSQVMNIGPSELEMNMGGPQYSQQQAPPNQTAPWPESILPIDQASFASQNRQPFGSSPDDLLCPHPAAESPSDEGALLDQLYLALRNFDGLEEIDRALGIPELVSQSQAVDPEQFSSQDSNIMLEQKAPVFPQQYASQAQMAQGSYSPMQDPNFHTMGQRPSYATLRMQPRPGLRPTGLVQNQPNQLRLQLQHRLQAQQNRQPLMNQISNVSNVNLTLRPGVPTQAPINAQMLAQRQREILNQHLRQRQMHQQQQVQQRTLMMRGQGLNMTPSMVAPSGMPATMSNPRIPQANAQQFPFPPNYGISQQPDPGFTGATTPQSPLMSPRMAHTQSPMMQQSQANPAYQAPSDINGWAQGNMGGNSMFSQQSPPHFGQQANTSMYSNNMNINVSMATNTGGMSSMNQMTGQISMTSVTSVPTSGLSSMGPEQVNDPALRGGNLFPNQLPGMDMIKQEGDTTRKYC
TLR9-MyD88 inh: inhibitors of human TLR9-MyD88 binding; inhibition, % at 4.98 µM; CHO BLA complementation TLR9-MyD88, CCF4 FRET ratio; Q9NR96+Q99836; 340,000 tested, 0.21% active; AID 504734;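 active = inhibition above the mean over all tested compounds plus 3 SD, cut at about 21% in these data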;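 also: 0% = DMSO only wells and 100% = clavulanate BLA inhibitor control wells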
NR2F2 inh: inhibitors of human COUP-TFII (NR2F2) | AID 686940 | P24468 | HEK293T NGFI-A luciferase reporter, luminescence | 370,000 tested, 0.7% active | inhibition, % at 8.6 µM;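 active = inhibition above a per-plate cutoff, mean inhibition of test wells between control levels plus 3 SD, cut at about 38% in these data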;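 also: cells cotransfected with COUP-TFII expression vector driving the NGFI-A reporter; 0% = median of COUP-TF2 test wells and 100% = reporter-only cells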
MC4R antagonist: human MC4R antagonism in cAMP assay; AID 540295; inhibition, % at 6.5 µM; MC4R-expressing cells, MTII-stimulated cAMP, LANCE TR-FRET; P32245; 360,000 tested, 0.48% active;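 active = inhibition above its plate's cutoff, the mean of tested wells on that plate plus 3 SD, cut at about 29% in these data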;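 also: 0% = Melanotan II alone and 100% = Melanotan II plus saturating MCL0020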
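Material: U2OS-MC4R stable cell line | Reagent: Melanotan II challenge after compound preincubation | Doses: One concentration, 6.5 µM nominal | Incubation: 30-min compound preincubation, 1-h Melanotan II challenge, 1-h detection, room temperature | Signal: TR-FRET cAMP assay | Replicates: One well per compound, no replicates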
ABHD5 PLIN5 PPI: ABHD5-PLIN5 protein interaction inhibition; Q00G26+Q8WTS1; Split G. princeps luciferase complementation, luminescence, 4 h; inhibition, % at 4 µM; 360,000 tested, 0.78% active;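 active = inhibition above the mean inhibition across every tested compound plus 3 SD, cut at about 22% in these data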;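 also: 0% = DMSO only wells and the 100% control is not disclosed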
LRH-1 inv ag: suppresses constitutive activity of human LRH-1; AID 602396; 360,000 tested, 0.13% active; inhibition, % at 3.6 µM; HEK293T StAR-luciferase reporter, LRH-1 transfected, 24 h; O00482;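 active = inhibition above the mean inhibition of all tested compounds plus 3 SD, cut at about 73% in these data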;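 also: 0% = DMSO wells and 100% = reporter-only cells lacking LRH-1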
MC4R barr agon: activates human MC4R beta-arrestin recruitment | P32245 | U2OS MC4R beta-arrestin complementation, luminescence; percent of melanotan II response, DMSO zero | activation, % at 8.9 µM | 360,000 tested, 0.98% active;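 active = activation above a per-plate cutoff, the mean activation of sample wells on that plate plus 3 SD, cut at about 8% in these data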
* hit, by the source's call; nt = not tested or not shown.

A first look, ten compounds:
No.	mol	SRC1 inh	NCOA3 inh	NOD2-RIPK2 inh	LMP1 NFkB inh	SRC2 inh	TLR9-MyD88 inh	NR2F2 inh	MC4R antagonist	ABHD5 PLIN5 PPI	LRH-1 inv ag	MC4R barr agon
1	Cc1cc(C)nc(Nc2n[nH]c(-c3ccccc3Cl)n2)n1	-49	-28	-9	-10	-29	0	-34	-1	0	-28	0.8
2	COc1ccc(N2CCN(c3nc(Cl)nc(N4CCOCC4)n3)CC2)cc1	5	7	-10	14	-7	4	-3	-2	-1	4	-0.2
3	COC(=O)c1scc(C)c1NC(=O)/C=C/C(=O)O	2	-9	-7	0	-23	-1	17	10	5	-11	2.1
4	CC12CCC(C/C1=N\OC(=O)c1ccc(F)cc1)C2(C)C (stereo unspecified)	-20	4	-5	-2	-14	-6	-13	-2	-2	5	-0.7
5	CC1(C)Cc2c(ccc3ccccc23)C(c2cc3ccccc3oc2=O)=N1	-41	-136	-8	-7	-38	5	5	-1	3	-9	1.3
6	COc1ccc(CCC(=O)NCCNC(=O)CCc2ccc(OC)cc2)cc1	-9	3	-6	-2	6	6	11	-1	-2	-7	-1.7
7	COc1ccccc1NS(=O)(=O)c1ccc2oc(SC3CCOC3=O)nc2c1 (stereo unspecified)	2	16	0	15	nt	-9	nt	44*	-3	-13	-2.3
8	O=C(NCc1ccc2c(c1)OCO2)c1sccc1Br	-19	-4	-9	-7	-16	-6	-37	-2	-2	-6	-1.7
9	CC(=O)Nc1ccc(NC(=O)c2oc3cc(C)c(C)cc3c2C)cc1	5	4	3	-11	5	11	17	0	-3	-2	7.0
10	COCCN1C[C@@H](CO)O[C@@H](n2cnc3c(N4CCCC4)ncnc32)C1	3	11	-7	nt	30	nt	-21	0	2	18	0.4

Main list, from the first entry:
No.	mol	SRC1 inh	NCOA3 inh	NOD2-RIPK2 inh	LMP1 NFkB inh	SRC2 inh	TLR9-MyD88 inh	NR2F2 inh	MC4R antagonist	ABHD5 PLIN5 PPI	LRH-1 inv ag	MC4R barr agon
1	Cc1cc(C)nc(Nc2n[nH]c(-c3ccccc3Cl)n2)n1	-49	-28	-9	-10	-29	0	-34	-1	0	-28	0.8
2	COc1ccc(N2CCN(c3nc(Cl)nc(N4CCOCC4)n3)CC2)cc1	5	7	-10	14	-7	4	-3	-2	-1	4	-0.2
3	COC(=O)c1scc(C)c1NC(=O)/C=C/C(=O)O	2	-9	-7	0	-23	-1	17	10	5	-11	2.1
4	CC12CCC(C/C1=N\OC(=O)c1ccc(F)cc1)C2(C)C (stereo unspecified)	-20	4	-5	-2	-14	-6	-13	-2	-2	5	-0.7
5	CC1(C)Cc2c(ccc3ccccc23)C(c2cc3ccccc3oc2=O)=N1	-41	-136	-8	-7	-38	5	5	-1	3	-9	1.3
6	COc1ccc(CCC(=O)NCCNC(=O)CCc2ccc(OC)cc2)cc1	-9	3	-6	-2	6	6	11	-1	-2	-7	-1.7
7	COc1ccccc1NS(=O)(=O)c1ccc2oc(SC3CCOC3=O)nc2c1 (stereo unspecified)	2	16	0	15	nt	-9	nt	44*	-3	-13	-2.3
8	O=C(NCc1ccc2c(c1)OCO2)c1sccc1Br	-19	-4	-9	-7	-16	-6	-37	-2	-2	-6	-1.7
9	CC(=O)Nc1ccc(NC(=O)c2oc3cc(C)c(C)cc3c2C)cc1	5	4	3	-11	5	11	17	0	-3	-2	7.0
10	COCCN1C[C@@H](CO)O[C@@H](n2cnc3c(N4CCCC4)ncnc32)C1	3	11	-7	nt	30	nt	-21	0	2	18	0.4
11	O=C(COc1ccc([N+](=O)[O-])cc1)NNC(=O)Nc1ccccc1F	-30	16	-4	2	-36	2	-3	-4	1	4	-1.8
12	Cc1ccc2c(c1)c1c(n2CC(O)CNC(C)(C)C)CCCC1 (stereo unspecified)	0	4	9	-6	3	-7	-22	0	-2	4	4.4
13	O=C(NC1CC1)c1sc2ccccc2c1Cl	-31	-29	-3	-4	-29	-4	-22	-3	2	-15	-2.7
14	COc1cccc(NC(=O)CSc2nnc(C)s2)c1	-7	-5	-3	-6	2	-9	0	2	-1	4	-1.9
15	O=C(CCN1C(=O)C2C3CCC(C3)C2C1=O)Nc1ccccc1C(F)(F)F (stereo unspecified)	-12	5	0	0	-10	-7	3	-1	-1	20	-3.1
16	O=C(Nc1cccc(S(=O)(=O)N2CCCCC2)c1)c1ccc(N2CCCC2=O)cc1	-7	-80	-10	1	-10	1	13	10	10	-23	-3.2
17	CNC(=S)Nc1cccc(-c2cnc3ccccc3n2)c1	-38	-42	-5	1	-89	-11	-4	-1	8	-66	-0.9
18	CCOC1=C2[C@@H](CN(S(=O)(=O)c3ccc(C)cc3)[C@H]2c2ccccc2Cl)[C@H]2C(=O)N(C(C)(C)C)C(=O)[C@H]2C1	-14	-17	-5	nt	-16	nt	-12	nt	-2	9	nt
19	Cc1noc(C)c1S(=O)(=O)N(CC(=O)N1CCc2ccccc21)c1ccc(C(C)C)cc1	7	13	7	-6	-6	0	14	15	-5	-5	1.6
20	Cc1cccc(S(=O)(=O)NNC(=O)c2cc(-c3ccc(F)cc3)nc3ccccc23)c1	-27	6	12	-1	2	0	5	-1	-12	-5	2.8
21	Cn1nc(C(C)(C)C)cc1N1C(=O)CCC1(C)C(=O)Nc1ccc2ccccc2c1 (stereo unspecified)	-5	3	3	nt	-4	nt	3	nt	2	17	nt
22	CC(C)(C)c1csc(NC(=O)c2ccc3nccnc3c2)n1	-83	-78	-2	-16	-49	5	-19	10	7	-128	2.4
23	CN(C)/C=N/c1nccc(-c2cccs2)n1	8	-7	-5	8	7	-4	-9	8	2	-17	-0.3
24	O=c1[nH]c(CSc2ccccn2)nc2c1oc1ccccc12	-134	-61	3	34	-12	-1	-17	15	-9	-114	-1.2
25	CCOc1ccccc1C(=O)OC(C)C(=O)Nc1ccc(S(=O)(=O)N2CCCC2)cc1 (stereo unspecified)	-12	-2	-2	4	16	-2	8	7	0	-2	-2.4
26	CC1(C)CC(N=c2cc(-c3ccccc3)oc3ccc(Cl)cc23)CC(C)(C)N1	-4	-16	-10	-53	-17	4	-19	14	29*	-94	24*
27	O=C(c1cccs1)N1CCN(Cc2ccccc2[N+](=O)[O-])CC1	-7	11	-2	6	-11	-12	0	-2	-5	11	-0.8
28	Cc1ccccc1NC(=O)c1sc(NC(=O)C2CC2)nc1C	-20	-15	-5	2	1	-9	-9	8	7	-9	-0.7
29	CC(C)Cc1nc(SCc2cccnc2)c2c(=O)n(C)c(=O)n(C)c2n1	14	10	7	-1	-9	-1	1	4	7	31	4.4
30	COc1ccc(C(=O)/C=C/Nc2c(C)n(C)n(-c3ccccc3)c2=O)cc1OC	-18	-8	-1	-3	13	-10	4	-6	10	2	-0.6
31	Cc1ccc(NC(=O)c2cc(S(=O)(=O)N3CCc4ccccc43)cn2C)cc1C	7	10	-4	2	-2	3	2	13	-6	-23	0.2
32	CN(C)c1ccc(C(C(=O)NCc2ccccc2)N(Cc2ccco2)C(=O)c2snc(C(N)=O)c2N)cc1 (stereo unspecified)	-30	21	-1	-7	-21	-6	-9	9	-2	28	3.0
33	c1ccc(-c2nn3c(-c4ccccc4)nnc3o2)cc1	-6	6	-1	-22	-10	0	-13	1	14	-18	1.6
34	O=C(O)c1ccc2c(c1)-c1nc3ccccc3n1C2=O	-101	-2	8	-8	-9	-7	-11	-2	1	-3	-3.0
35	O=C(NC1CC(=O)N(c2ccc(Cl)cc2)C1)C1CC1 (stereo unspecified)	-3	10	-5	-3	-7	-1	-4	3	13	14	-0.1
36	CCCn1c(CCc2ccccc2)n[nH]c1=S	4	20	-16	3	19	-3	-32	5	-1	9	-1.0
37	CCC(C)NC(=O)N[C@@H](CCSC)C(=O)O (stereo partly specified)	7	-2	2	-3	8	0	10	1	9	0	-0.8
38	COCCNC(=S)NNc1cccc(C(=O)O)c1	-59	-15	-10	-2	-8	-5	-17	-3	-9	-13	0.0
39	Cc1ccc(C)c(N(C(=O)Cn2nnc(-c3cccs3)n2)C(C(=O)NC2CCCC2)c2ccncc2)c1 (stereo unspecified)	3	15	1	-2	-48	4	2	6	0	0	-0.9
40	CCC(C(=O)NC1CCCC1)n1c(-c2ccccn2)nc2ccccc21 (stereo unspecified)	nt	nt	-6	nt	6	nt	8	nt	4	-28	nt
41	COc1cc(C2c3sc(=O)[nH]c3SC3C(=O)N(c4ccc(Br)cc4)C(=O)C32)ccc1O (stereo unspecified)	3	9	0	-5	20	2	20	8	-3	6	-1.5
42	COc1ccc(C(=O)NC(C)c2nnc(SCC(=O)NC3=NCCS3)n2C)cc1 (stereo unspecified)	1	-6	-8	-8	-11	-7	-6	23	-2	12	-1.8
43	COc1ccc(NC(=O)C(C)N2CCN(C)CC2)cc1 (stereo unspecified)	2	5	-3	-6	-3	-1	1	-8	3	-6	-0.4
44	CCn1c(=O)c(C(=O)NCc2ccc3c(c2)OCO3)c(O)c2ccccc21	8	1	6	3	-44	-4	12	11	-6	13	-1.2
45	CN1C(CC(=O)Nc2ccc(Cl)cc2Cl)c2ccccc2CC1(C)C (stereo unspecified)	-18	11	-11	nt	23	nt	11	9	-2	6	0.1
46	C=CCNC(=O)/C(C#N)=C/c1c(N2CCN(c3cccc(Cl)c3)CC2)nc2c(C)cccn2c1=O	-18	5	-6	5	4	6	16	9	2	12	-0.7
47	COc1ccc(NC(=O)CC(c2ccc(F)cc2)c2ccc(OC)cc2)cc1 (stereo unspecified)	13	28	6	3	-3	0	8	6	-5	14	0.8
48	O=C(Nc1ccc(F)c(F)c1)C1=COCCO1	-13	0	-5	-3	-45	2	10	3	2	5	1.1
49	COc1ccc(CCNC(=O)Cn2c(=O)c3cccn3c3cccnc32)c(OC)c1OC	6	-24	-11	3	9	-2	4	1	5	7	-2.9
50	CC(=O)C[C@@H](O)CC(=O)[C@H]1OC(=O)CCCCCc2ccccc21	2	-10	11	-3	11	-9	-7	4	-1	-20	-1.8
51	c1ccc(-c2nn3cnnc3c3ccccc23)cc1	-22	-7	0	0	-13	-11	19	-2	2	15	-1.8
52	CC(NCC(=O)NCCc1ccc(S(N)(=O)=O)cc1)c1ccc(F)cc1 (stereo unspecified)	-13	20	8	1	10	2	4	4	5	4	1.1
53	CCONC(=O)Nc1ccccc1[N+](=O)[O-]	4	-22	-14	-1	8	13	3	4	5	11	-0.1

This is a subset; count on the stated rates, not on these rows.
